AI-2 QS mod: modulates the Vibrio harveyi AI-2 quorum sensing system | Vibrio harveyi JMH597 AI-2 luminescence/OD600 ratio, 9 h; active compounds read low; strain lacks LuxN and CqsS sensors; 0 = neutral-control median | activity change, % at 7.5 µM | 0.4% of 300,000 active; in the data active = activity change below about -75%, passing the limit was not always enough; inconclusive = no clear call, values can overlap the other calls;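 note: luminescence divided by OD600 gain over 9 h not by final OD600 alone; inactives centre near 13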
PolyA inhibitor: blocks polyadenylation in yeast reporter cells | 0.02% of 300,000 active | S. cerevisiae SKY197-pL101 polyadenylation reporter, beta-gal luminescence; efflux-impaired pdr1/pdr3 knockout yeast; score 100 = 6 SD above DMSO | AID 1875 | calls only at 12 µM;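 active = lowest replicate activity score at least 50, where 100 means six control SD above control mean; inconclusive = lowest score under 50 but half or more replicates reach 50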;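 note: yeast exposed to compound for 9 h at 30 °C; higher score means more reporter readthrough which indicates perturbed polyadenylation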
IEC-6 cytotox: kills IEC-6 intestinal cells in KLF5 counter-screen; inhibition, % at 5 µM; IEC-6 cytotoxicity, luminescence viability; AID 1825; 0.78% of 290,000 active; in the data active = inhibition above about 22%;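 note: 0% = plate median of test compound wells and 100% = cytotoxic reference compound wells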
GSK3beta inhib: blocks human GSK3beta kinase activity; 0.038% of 300,000 active; GST-GSK3beta kinase, ADP-Glo luminescence, 60 min; active compounds read low; activity score (negative = inhibition), % at 10 µM;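 active = more than half of replicate wells score below -50%, meaning over 50% inhibition versus plate controls; inconclusive = some replicates but at most half score below -50%; inactive = no replicate scores below -50%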;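 note: 0% = median DMSO wells and -100% = median GW8510 positive control wells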
Target sequence (P49841 whole entry, looked up): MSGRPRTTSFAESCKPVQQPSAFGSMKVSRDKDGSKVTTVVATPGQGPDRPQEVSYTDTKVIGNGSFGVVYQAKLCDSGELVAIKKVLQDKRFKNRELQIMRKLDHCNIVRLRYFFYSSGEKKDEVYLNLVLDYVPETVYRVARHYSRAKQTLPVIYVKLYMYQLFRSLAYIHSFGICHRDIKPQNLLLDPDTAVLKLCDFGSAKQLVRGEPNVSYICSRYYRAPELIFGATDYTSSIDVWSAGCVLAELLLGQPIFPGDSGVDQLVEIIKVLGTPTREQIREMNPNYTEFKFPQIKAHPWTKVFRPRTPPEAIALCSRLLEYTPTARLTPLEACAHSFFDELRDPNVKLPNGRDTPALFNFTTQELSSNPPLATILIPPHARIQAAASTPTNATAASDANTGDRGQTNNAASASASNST
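Assay system: GST-tagged human GSK3beta kinase, cell-free; Input: 1.6 ng GSK3beta; Medium: Tris/MgCl2 kinase buffer; Timing: 60 min enzyme reaction, room temperature; Signal: ADP-Glo luminescence quantifying ADP generated by kinase; Evaluation: score relative to plate controls; Benchmarks: DMSO neutral wells and GW8510 at 20 µM as positive.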
HSF1 inhib: HSF1 inhibition; NIH3T3-HGL HSE-luciferase, MG132-induced, luminescence 8 h; active compounds read low; AID 2098; activity change, negative = inhibition, % at 7.5 µM (by protocol); 0.77% of 300,000 active;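 active = more than half of replicate wells show activity change below -50%, luminescence cut by over half; inconclusive = some wells, but at most half, below -50%; inactive = no replicate well below -50%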;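 note: luciferase reports HSF-1 transcriptional activity via heat shock element; 0% = median of DMSO wells and -100% = zero luminescence signal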
GSK3A inh: human GSK-3 alpha kinase inhibition | P49840 | ADP-Glo luminescence, 60 min | inhibition, % at 10 µM | 0.1% of 320,000 active;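 in the data active = inhibition above about 50%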;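 note: GST-tagged GSK-3 alpha with peptide substrate and 25 µM ATP; 0% = DMSO neutral wells and 100% = GW8510 positive control wells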
Target sequence (P49840 whole entry, looked up): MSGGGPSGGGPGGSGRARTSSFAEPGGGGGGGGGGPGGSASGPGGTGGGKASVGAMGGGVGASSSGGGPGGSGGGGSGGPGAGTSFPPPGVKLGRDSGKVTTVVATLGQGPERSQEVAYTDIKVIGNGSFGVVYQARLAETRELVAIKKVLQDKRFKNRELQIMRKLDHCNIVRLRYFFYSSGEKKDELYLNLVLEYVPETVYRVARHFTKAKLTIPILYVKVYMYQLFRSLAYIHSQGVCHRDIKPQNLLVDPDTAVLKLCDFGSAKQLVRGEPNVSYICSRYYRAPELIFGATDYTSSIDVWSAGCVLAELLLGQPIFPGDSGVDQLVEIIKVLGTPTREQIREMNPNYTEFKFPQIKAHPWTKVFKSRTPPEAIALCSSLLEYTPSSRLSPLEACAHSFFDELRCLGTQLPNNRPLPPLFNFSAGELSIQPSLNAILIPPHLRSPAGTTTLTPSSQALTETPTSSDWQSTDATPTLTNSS
KLF5 inh: inhibitors of KLF5 expression. inhibition, % at 5 µM. 0.23% of 290,000 active. DLD-1 KLF5 promoter-luciferase reporter, luminescence;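 active = inhibition above a per-plate limit of that plate's mean compound inhibition plus 3 SD, cut at about 60% in these data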;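 note: 0% = DMSO wells and 100% = LY294002 at 200 µM; higher means less KLF5 promoter-driven luciferase light; inactives centre near -14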
aSyn 5UTR inh: MLPCN primary screen, SNCA 5' untranslated region; alpha-synuclein 5'UTR reporter, inhibitor activity; inhibition, % (tested at 7.5 µM); 0.82% of 300,000 active; AID 1813; in the data active = inhibition above about 60%; inconclusive = no clear call, values can overlap the other calls;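 note: H4 neuroglioblastoma cells stably carrying SNCA 5'UTR luciferase fusion; 0% = DMSO wells and 100% = positive control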
HSP90 refold inh: inhibitors of HSP90 luciferase refolding in rabbit reticulocyte lysate. luciferase refolding luminescence, 3 h. 0.91% of 290,000 active. inhibition, % at 5.6 µM;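 active = inhibition above the screen-wide mean plus 3 SD, computed separately per campaign, cut at about 16% in these data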;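 note: 0% = DMSO wells and 100% = 60 µM geldanamycin wells; inhibitors lower the luminescence because luciferase stays unfolded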
HSF-1 act: increases HSF-1 driven luciferase reporter signal; activation, % at 9 µM; 1.7% of 300,000 active; NIH3T3-HGL HSF-1 luciferase reporter, MG132, 8 h; 100% = twice DMSO control signal;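 active = mean replicate activation of at least 50% with a set share of replicates each reaching 50%; inconclusive = only one of those two conditions met; inactive = mean below 50% and too few replicates reaching it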;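 note: 0% = median of the neutral control wells and 100% = twice that signal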
* = called active by the depositor; i = inactive; ? = inconclusive; · = no result given; & = joins results of further samples. These rows are one share of the data; rates above refer to the full screens.

entry	structure	AI-2 QS mod	PolyA inhibitor	IEC-6 cytotox	GSK3beta inhib	HSF1 inhib
1	COc1cccc(N(C(=O)Cn2nnc3ccccc32)C(C(=O)NCc2ccco2)c2cccnc2)c1 (stereo unspecified)	17	i	4	-2	-2
2	O=C(O)c1ccc(CS(=O)(=O)c2cccc(C(F)(F)F)c2)o1	6	i	2	-5	-14
3	COc1cc(-c2nnc(-c3cccnc3)o2)cc(OC)c1OC	26	i	-5	-1	-1
4	O=C1N=C(N2C=CC(=C3C=CNC=C3)C=C2)/C(=C/N=NC(=O)c2ccccc2O)S1	?	i	1	2	4
5	COc1ccc(/C=N/n2c(SC)nnc(C(C)(C)C)c2=O)cc1	2	i	1	-1	-12
6	CC(C)[C@H](NC(=O)[C@@H]1CSC2c3ccccc3C(=O)N21)C(=O)N1CCCCC1 (stereo partly specified)	10	i	-5	1	-1
7	CN(C(=O)CSc1nnc(Cc2ccccc2F)n1N)C1CCS(=O)(=O)C1 (stereo unspecified)	13	i	-4	2	-5
8	COc1ccc(CCC(C)N2CCC(CO)(Cc3ccccc3)CC2)cc1 (stereo unspecified)	2	i	-1	1	2

entry	GSK3A inh	KLF5 inh	aSyn 5UTR inh	HSP90 refold inh	HSF-1 act
1	·	5	-15	6	13
2	·	-17	23	2	-20
3	-2	-14	6	0	0
4	5	-2	-5	2	29
5	-2	3	-10	-2	-17
6	-6	2	-3	0	-6
7	1	-14	-5	2	-11
8	-1	-27	-3	5	9

Following part
entry	structure	AI-2 QS mod	PolyA inhibitor	IEC-6 cytotox	GSK3beta inhib	HSF1 inhib
9	O=C1C2C(C(=O)N1c1nccs1)C1C=CC2C12CC2 (stereo unspecified)	13	i	-1	4	-5
10	O=C(NC1CCN(C(=S)Nc2ccc(F)cc2)CC1)c1ccco1	0	i	3	1	1
11	O=C(NCc1ccccn1)c1cc(Br)ccc1Cl	33	i	-7	2	-9
12	O=C(NN=C1CCN(Cc2ccccc2)CC1)c1cccc(S(=O)(=O)Nc2ccccc2Cl)c1	23	i	0	7	-4
13	O=C(O)c1cc(-c2ccco2)nc2ccc(Br)cc12	51&38	i	-4	-2&5	2&-8
14	CCc1ccc(C2C(C#N)=C(N)C(C#N)(C#N)C3=CCC(C(C)(C)C)CC32)cc1 (stereo unspecified)	36	i	4	3	7
15	CCOC(=O)C1CCCCN1Cc1ccccc1C(F)(F)F (stereo unspecified)	16	i	1	2	15
16	O=C(NC(=O)c1ccccc1Cl)Nc1ccc(-c2cnco2)cc1	29	i	-1	2	7

entry	GSK3A inh	KLF5 inh	aSyn 5UTR inh	HSP90 refold inh	HSF-1 act
9	0	-25	-13	-4	1
10	4	4	-3	-2	15
11	3	-23	-21	1	-6
12	-2	-44	-27	2	-11
13	3	-19	-28&17	-3	-6&1
14	2	18	2	9	-12
15	-7	17	-7	-2	40
16	-2	-7	-59	0	20

The last 3 entries of the part above open the next one.
entry	structure	AI-2 QS mod	PolyA inhibitor	IEC-6 cytotox	GSK3beta inhib	HSF1 inhib
14	CCc1ccc(C2C(C#N)=C(N)C(C#N)(C#N)C3=CCC(C(C)(C)C)CC32)cc1 (stereo unspecified)	36	i	4	3	7
15	CCOC(=O)C1CCCCN1Cc1ccccc1C(F)(F)F (stereo unspecified)	16	i	1	2	15
16	O=C(NC(=O)c1ccccc1Cl)Nc1ccc(-c2cnco2)cc1	29	i	-1	2	7
17	Cc1nn(-c2ccc(F)cc2)c2c1cc(C#N)c1nc3ccccc3n12	8	i	-2	0	3
18	O=C(Nc1ccc(NC(=O)C2CC2)cn1)c1ccccc1Cl	15	i	0	-2	11
19	CC1(C)OC(=O)C(=CNc2ccccc2F)C(=O)O1	38	i	1	1	1
20	Nc1ccc(C(=O)OCc2ccncc2)cc1[N+](=O)[O-]	4	i	1	-3	0
21	CCC(C)C(NC(=O)C(N)CC(C)C)C(=O)NC(CCC(=O)OCc1ccccc1)C(N)=O (stereo unspecified)	28	i	-1	2	4
22	Cc1ccc(C(=O)NC2(C(F)(F)F)N=C3SCCN3C2=O)cc1 (stereo unspecified)	2	i	0	2	-4
23	Cc1ccc(Cl)cc1NC(=S)N(CCCN1CCN(C)CC1)Cc1ccco1	8	i	4	1	-8
24	Clc1ccc(-n2c(SCc3nc4ccccc4[nH]3)nnc2-c2ccncc2)cc1	44	i	7	-1	3

entry	GSK3A inh	KLF5 inh	aSyn 5UTR inh	HSP90 refold inh	HSF-1 act
14	2	18	2	9	-12
15	-7	17	-7	-2	40
16	-2	-7	-59	0	20
17	0	-62	18	5	5
18	1	-38	-59	4	21
19	-2	2	-7	0	14
20	-1	-16	0	0	-13
21	0	-17	6	-5	1
22	0	-14	10	3	0
23	0	3	-1	0	-3
24	7	-1	-26	0	2

Next section:
entry	structure	AI-2 QS mod	PolyA inhibitor	IEC-6 cytotox	GSK3beta inhib	HSF1 inhib
25	Cc1csc2c(N3CCN(S(=O)(=O)c4ccc(Cl)cc4)CC3)ncnc12	13	i	2	0	5
26	Cc1ccccc1NC(=O)c1ccccc1NC(=O)Cc1cccc2ccccc12	6	i	0	-5	4
27	COc1cc(NC(=O)COc2ccc(F)cc2)nc(OC)n1	38	i	-2	-2	7
28	COc1ccc(C(CNC(=O)CN2C(=O)NC3(CC(C)CC(C)(C)C3)C2=O)N2CCOCC2)cc1 (stereo unspecified)	16	i	4	3	-11
29	CCN(CC)CCn1c(NCc2nc3ccccc3n2Cc2ccccc2)nc2ccccc21	-3	i	10	1	5
30	COc1ccc(CCNC(=O)CC2Nc3ccccc3NC2=O)cc1 (stereo unspecified)	15	i	-4	3	11
31	Cc1cc(C)cc(C(=O)n2cnnc2N)c1	15	i	0	1	-3
32	C/C(=N\NC(=O)c1cccc(S(=O)(=O)N2CCCC2)c1)c1ccc(F)cc1	22	i	·	1	-5

entry	GSK3A inh	KLF5 inh	aSyn 5UTR inh	HSP90 refold inh	HSF-1 act
25	-1	-23	-6	1	10
26	8	-9	12	2	3
27	-3	-37	23	-2	25
28	-1	-32	5	0	6
29	-2	-3	-39	0	0
30	-2	-35	-24	-3	16
31	0	-41	6	3	-2
32	-1	·	-5	·	-3

(next part)
entry	structure	AI-2 QS mod	PolyA inhibitor	IEC-6 cytotox	GSK3beta inhib	HSF1 inhib
33	CNC(=O)NNC(=O)c1onc(-c2c(Cl)cccc2Cl)c1C(=O)OC	6	i	5	-3	2
34	Cc1nnc(SCC(=O)Nc2cc(C(C)(C)C)nn2-c2ccccc2)s1	21	i	0	-4	-5
35	COc1ccc(NC(=O)CCC(=O)NCCO)cc1	10	i	1	-2	-10
36	O=C(CN1C(=O)CCSc2ccc(S(=O)(=O)N3CCCC3)cc21)Nc1ccccc1	15	i	-4	1	2
37	CCC(C)[C@H](NC(=O)N1CCn2c1nc1ccccc12)C(=O)NCCc1ccc(OC)c(OC)c1 (stereo partly specified)	6	i	3	2	17
38	CCc1nnc(NC(=O)CCC(=O)N2CCN(Cc3ccc(Cl)cc3)CC2)s1	20	i	-2	1	-1
39	O=C(Nc1c(S(=O)(=O)c2ccc(Cl)cc2)csc1Br)c1ccccc1Cl	8	i	5	0	8
40	COc1cc(OC)c(C(=O)N2CCN(c3ccccn3)CC2)cc1OC	19	i	1	5	-3

entry	GSK3A inh	KLF5 inh	aSyn 5UTR inh	HSP90 refold inh	HSF-1 act
33	-3	-28	-22	1	0
34	0	-42	-13	0	1
35	-2	-10	6	0	5
36	-1	-9	5	0	3
37	-1	-5	4	-2	18
38	-1	-4	-3	0	2
39	-2	2	-5	3	54*
40	-2	-33	-1	-7	6

Additional structures follow.
entry	structure	AI-2 QS mod	PolyA inhibitor	IEC-6 cytotox	GSK3beta inhib	HSF1 inhib
41	Cn1cccc1C(=O)OCC(=O)NC(=O)NC1CCCCC1	28	i	0	1	6
42	Cc1cc(C(F)(F)F)nn1CC(=O)NCc1ccco1	16	i	0	0	-1
43	O=C(c1cc2c(=O)n3ccccc3nc2s1)N1CCOCC1	18	i	0	-3	13
44	Cc1ncoc1C(=O)N1CCCC(C(=O)c2ccc3c4c(cccc24)CC3)C1 (stereo unspecified)	12	i	3	0	1
45	COc1ccc(C2C(C(C)=O)=C(O)C(=O)N2c2nccs2)cc1 (stereo unspecified)	-1	i	-3	0	-6
46	CCOc1cc(-c2cc(-c3ccc(C)o3)nc(N)c2C#N)ccc1O	13	i	6	1	-2
47	Cc1ccc(CN2C(=O)CCC2C(=O)NCCN2CCOCC2)cc1 (stereo unspecified)	13	i	1	-1	0
48	CCCCNC(=S)N1CCC(Cc2ccccc2)CC1	29	i	5	1	9

entry	GSK3A inh	KLF5 inh	aSyn 5UTR inh	HSP90 refold inh	HSF-1 act
41	0	-50	-48	-1	-6
42	0	8	1	7	20
43	3	-104	-98	3	26
44	-3	-16	-48	-6	13
45	-2	-108	8	-2	15
46	1	-6	34	4	14
47	-4	-20	3	1	3
48	1	-15	-4	2	6

(listing goes on)
entry	structure	AI-2 QS mod	PolyA inhibitor	IEC-6 cytotox	GSK3beta inhib	HSF1 inhib
49	COc1ccccc1-c1nc(C(N)=O)c2[nH]c(=O)n(-c3cccc(C)c3)c2n1	23	i	-5	0	2
50	CC(C)(C)NC(=O)c1ccc(COc2ccc(Cl)cc2Cl)o1	2	i	3	-2	11
51	O=C(c1ccccc1F)N1CCN(c2ccc([N+](=O)[O-])c3cccnc23)CC1	41	i	0	-2	6
52	N#Cc1ccc(C23CC4(C2)[C@H](CN(P(=O)(c2ccccc2)c2ccccc2)[C@@H]4c2ccccc2)C3c2ccc(Cl)nc2)cc1 (stereo partly specified)	13	i	·	1	-7
53	O=C(NCC12CC3CC(CC(C3)C1)C2)c1nn2cccnc2c1Cl	23	i	2	-1	3
54	O=C(c1cc(-c2cccc(Cl)c2)on1)N1CCN(c2ccccc2)CC1	23	i	-2	4	1
55	Cc1cccc(NC(=O)c2ccc(S(=O)(=O)N3CCCCCC3)cc2)n1	-1	i	·	-1	10
56	COc1ccc(-c2cc(C(F)(F)F)n3ncc(C(=O)N4CCc5ccccc5C4)c3n2)cc1	57	·	0	6	15
57	C/C(=N\NC(=O)c1cccc(N/N=C(\C)c2ccccc2)c1)c1ccccc1	·	·	1	·	·

entry	GSK3A inh	KLF5 inh	aSyn 5UTR inh	HSP90 refold inh	HSF-1 act
49	12	5	35	-1	7
50	0	-23	1	-2	15
51	4	4	18	-3	14
52	-1	·	30	·	-22
53	1	-24	12	1	34
54	-2	-31	-8	-1	2
55	-2	·	-33	·	0
56	1	-10	-22	1	35
57	0	-29	·	2	·

Copied from the list.
COc1ccccc1-c1nc(C(N)=O)c2[nH]c(=O)n(-c3cccc(C)c3)c2n1 in KLF5 inh reads 5
O=C(NCC12CC3CC(CC(C3)C1)C2)c1nn2cccnc2c1Cl in KLF5 inh reads -24
CC(C)(C)NC(=O)c1ccc(COc2ccc(Cl)cc2Cl)o1 in HSP90 refold inh reads -2

Assay outcomes from PubChem.
